# Compound activity: PubChem, National Center for Advancing Translational Sciences (NCATS)
# G9a inh = G9a (human) methyltransferase inhibition; Q96KQ7; G9a H3K9 monomethylation, AlphaScreen, 2 h; Potency, µM (titrated, usually from 102 µM), without a hit: top-dose activity, negative = inhibition, actives largely listed as inhibitors; hit rate 8.8% among 350,000; note: % is set by controls: 0 for no effect and ±100 for the full control effect; nearly all actives have a fitted effect of over 75% in size
# Target sequence (Q96KQ7 913-1193 limits assumed): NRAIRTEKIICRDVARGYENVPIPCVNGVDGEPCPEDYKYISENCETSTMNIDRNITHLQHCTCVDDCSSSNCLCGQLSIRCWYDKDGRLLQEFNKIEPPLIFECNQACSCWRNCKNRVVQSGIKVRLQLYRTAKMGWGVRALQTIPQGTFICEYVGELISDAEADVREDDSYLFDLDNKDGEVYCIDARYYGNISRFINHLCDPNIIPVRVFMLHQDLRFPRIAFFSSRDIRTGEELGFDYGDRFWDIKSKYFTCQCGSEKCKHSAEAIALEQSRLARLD
#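 Enzyme 20 nM + cpd, 15 min RT; add b-H3K9 pep 500 nM / SAM 20 uM; 2 h RT; anti-H3K9me1 Ab 0.5 ug/mL + SA donor / anti-rabbit acceptor beads 20 ug/mL each, 10 min; AlphaScreen read.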
# Pol iota inh = DNA polymerase iota (human) inhibition | Pol iota fluorescent replication assay, 10 min | hit rate 1% among 390,000 | Potency, µM (doses to about 115 µM), without a hit: at the top dose activity, negative = inhibition, most hits filed as inhibitors
# Target sequence (Q9UNA4 whole entry, looked up): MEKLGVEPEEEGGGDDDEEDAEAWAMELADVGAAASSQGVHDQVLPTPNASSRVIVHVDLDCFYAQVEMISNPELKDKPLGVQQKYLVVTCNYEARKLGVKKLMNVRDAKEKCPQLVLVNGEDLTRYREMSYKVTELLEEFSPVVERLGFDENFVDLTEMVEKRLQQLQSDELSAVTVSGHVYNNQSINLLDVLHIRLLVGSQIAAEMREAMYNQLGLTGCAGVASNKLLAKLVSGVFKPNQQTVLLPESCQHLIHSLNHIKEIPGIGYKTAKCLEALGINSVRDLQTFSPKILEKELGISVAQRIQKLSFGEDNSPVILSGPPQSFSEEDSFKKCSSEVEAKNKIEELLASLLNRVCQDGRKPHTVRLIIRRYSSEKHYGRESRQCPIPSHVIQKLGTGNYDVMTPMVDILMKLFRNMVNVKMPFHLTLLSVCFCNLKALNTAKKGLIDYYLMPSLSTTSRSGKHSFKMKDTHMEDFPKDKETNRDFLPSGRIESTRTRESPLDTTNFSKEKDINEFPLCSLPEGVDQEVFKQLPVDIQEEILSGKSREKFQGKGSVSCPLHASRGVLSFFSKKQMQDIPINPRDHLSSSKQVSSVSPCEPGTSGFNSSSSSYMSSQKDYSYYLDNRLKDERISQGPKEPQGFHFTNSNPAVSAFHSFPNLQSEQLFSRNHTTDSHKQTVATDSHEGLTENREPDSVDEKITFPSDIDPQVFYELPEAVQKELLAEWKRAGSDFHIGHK
#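 Pol iota at 10 nM preincubated 15 min with compounds at room temperature; reaction started with fluorescent substrate, 50 nM final. Fluorescence read kinetically at 0 and 10 min; buffer-only wells as negative control.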
# JMJD2A Tudor inh = blocks the human JMJD2A Tudor domain; O75164; AlphaScreen JMJD2A-Tudor / H3K4me3 peptide binding; Potency, µM (top dose mostly 114 µM), inactives show at the highest dose activity change, negative = inhibition, most hits filed as inhibitors; hit rate 4.4% among 390,000; AID 504339; note: % is set by controls: 0 for no effect and ±100 for the full control effect; nearly all actives have a fitted effect of over 50% in size
# Pol eta inh = inhibitors of human DNA polymerase eta. recombinant Pol eta, fluorescent DNA replication assay. Q9Y253. hit rate 1.2% among 390,000. AID 588591. Potency, µM (top dose mostly 114 µM), for the others: top-dose activity change, negative = inhibition, most hits filed as inhibitors; note: % is set by controls: 0 for no effect and ±100 for the full control effect
#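 Pol eta at 10 nM preincubated with compounds 15 min at room temperature; reaction started with fluorescent substrate (50 nM final) and read kinetically at 0 and 10 min.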
# POLB inh = inhibitors of human DNA polymerase beta. P06746. Pol beta primer extension/strand displacement, fluorescence kinetic. Potency, µM (titrated, usually from 114 µM), without a hit: at the top dose activity change, negative = inhibition, usual class: inhibitors. hit rate 1.3% among 340,000. AID 485314; note: % is set by controls: 0 for no effect and ±100 for the full control effect
#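 Pol beta (10 nM) and compounds were preincubated 15 min at room temperature, then 50 nM substrate (final) started primer extension/strand displacement. Reads were taken at 0 and 10 min; concentration-response data were fitted to a four-parameter Hill equation.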
# POLK inh = inhibitors of human DNA polymerase kappa; Potency, µM (top dose mostly 107 µM), for the others: at the top dose activity, negative = inhibition, most hits filed as inhibitors; hit rate 0.53% among 400,000; purified Pol kappa, fluorescent DNA synthesis assay, 10 min; AID 588579; Q9UBT6; note: % is set by controls: 0 for no effect and ±100 for the full control effect
#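 Kinetic fluorescence screen: compound preincubated 15 min RT with 10 nM enzyme; 50 nM substrate (final) initiates; reads at 0/10 min.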
# BLM inh = blocks DNA unwinding by human BLM helicase; recombinant BLM DNA unwinding, fluorescence dequenching; Potency, µM (doses to about 56.1 µM), for inactives: at the highest dose activity change, negative = inhibition, usual class: inhibitors; hit rate 0.2% among 350,000; AID 2528; P54132;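 note: plate controls were vehicle for no effect and no enzyme for full effect; nearly all actives have a fitted effect of over 35% in size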
# BAZ2B inh = inhibitors of human BAZ2B bromodomain. AlphaScreen BAZ2B-H3K14Ac peptide displacement. Potency, µM (highest dose often 114 µM), for the others: at the highest dose activity change, negative = inhibition, most hits filed as inhibitors. hit rate 4.4% among 360,000; note: % is set by controls: 0 for no effect and ±100 for the full control effect; nearly all actives have a fitted effect of over 60% in size
#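 AlphaScreen displacement: compounds (up to 110uM) incubated 30 min at room temperature with a preformed 50 nM BAZ2B/50 nM biotinylated H3K14Ac peptide complex in PBS pH 7.4 with Tween-20. Donor and acceptor beads at 10 ug/mL final added, 20 min light-protected before reading.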
# APE1 inh = inhibitors of human APE1 endonuclease | recombinant APE1, TAMRA/BHQ-2 abasic DNA cleavage fluorescence | Potency, µM (series often up to 65.8 µM), without a hit: top-dose activity change, negative = inhibition, hits mostly inhibitors | P27695 | hit rate 0.35% among 350,000;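 note: plate controls were vehicle for no effect and reference inhibitor for full effect; nearly all actives have a fitted effect of over 55% in size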
#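 APE1 at 0.75 nM final was preincubated with compound 15 min at room temperature, then 50 nM double-stranded THF abasic-site substrate (5'-TAMRA/3'-BHQ-2) was added. Fluorescence (ex 525/em 598 nm) was read kinetically; third-minus-first read gave activity.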
# * = called active by the depositor; ? = inconclusive; nt = no result given; [ ] = remark or other dose. Calls come from the whole dose curve; as a rule, active = well fitted curve in the direction sought with a large enough effect; inconclusive = small, poorly fitted or top-dose-only effect, or another doubt; inactive = no such curve, though single readings can be large; an effect the other way counts as inactive or inconclusive. Potency is the fitted concentration of half-maximal effect. An excerpt; the hit share may differ from the screen's.
1) Cc1nnsc1-c1c(C(=O)Oc2ccccc2)c(C)nn1-c1ccccc1
2) COc1cc2nc(SCc3ccc(C)cc3)n3nc(CCn4nc(C)cc4C)nc3c2cc1OC
3) CCOCc1nnc(NC(=O)c2c(-c3ccccc3)noc2C)s1
4) CCOC(=O)C(CCCOc1cccc(CC)c1)C(=O)OCC
5) CNS(=O)(=O)c1cn(CC(=O)Nc2ccc(OC)c(Cl)c2)cc1S(=O)(=O)NC
6) COc1ccc(/C=N/n2cnnc2SCCO)cc1OC

Assay by compound,1,2,3,4,5,6
G9a inh,nt,?,32µM*,298%[activator],-20%[59 µM],-3%
Pol iota inh,-11%,-16%,45%[activator],11%,-10%,9%
JMJD2A Tudor inh,19%,-10%,-28%,184%[activator],-1%,-11%
Pol eta inh,-15%,0%,-14%,5%,-3%,7%
POLB inh,?,-1%,-1%,15%,20%,30%
POLK inh,-24%,7%,-3%,-17%,4%,-3%
BLM inh,-13%,-3%,-1%,-7%,-2%,3%
BAZ2B inh,13%,nt,-2%,113%[activator],-28%,0%
APE1 inh,13%,nt,5%,24%,nt,0%

# Ordered by SMILES length (largest number first): 3 of the compounds above.
3) CCOCc1nnc(NC(=O)c2c(-c3ccccc3)noc2C)s1
4) CCOC(=O)C(CCCOc1cccc(CC)c1)C(=O)OCC
6) COc1ccc(/C=N/n2cnnc2SCCO)cc1OC

Assay by compound,3,4,6
G9a inh,32µM*,298%[activator],-3%
Pol iota inh,45%[activator],11%,9%
JMJD2A Tudor inh,-28%,184%[activator],-11%
Pol eta inh,-14%,5%,7%
POLB inh,-1%,15%,30%
POLK inh,-3%,-17%,-3%
BLM inh,-1%,-7%,3%
BAZ2B inh,-2%,113%[activator],0%
APE1 inh,5%,24%,0%

# The list continues.
7) O=C(NCc1cccc(F)c1)c1ccc2nc(CCc3ccccc3)oc2c1
8) O=C(CN1CCOCC1)Nc1ccc([N+](=O)[O-])cc1
9) O=c1c2oc3ccccc3c2ncn1Cc1ccccc1F
10) COc1ccc(Cl)cc1NC(=O)CCc1c(C)nc2c(c1C)c(=O)n(C)c(=O)n2C
11) CCN(CCC#N)c1ccc(/C=N/Nc2nc(C)cc(=O)[nH]2)c(C)c1
12) COc1cccc(C(=O)N=c2sc3cc(S(C)(=O)=O)ccc3n2C)c1

Assay by compound,7,8,9,10,11,12
G9a inh,12%[59 µM],nt,?,-5%[59 µM],?,-2%
Pol iota inh,24%,-12%,-10%,38%[activator],36%,?
JMJD2A Tudor inh,-13%,-4%,9%,-3%,-24%,?
Pol eta inh,-1%,-8%,-17%,-18%,-21%,-19%
POLB inh,18%,32%,2%,15%,-15%[57.1 µM],15%
POLK inh,-12%[60.1 µM],-7%,6%,-7%,-8%,1%
BLM inh,2%,3%,0%,-3%,2%,-18%
BAZ2B inh,-3%,-1%,-16%,-23%,-3%,-9%
APE1 inh,nt,-3%,-2%,nt,-9%,-3%

13) Cc1cccc(NC(=O)/C=C/c2ccc([N+](=O)[O-])s2)c1
14) Cc1cc(C)n(C(=O)CCNC(=O)c2ccccc2Br)n1
15) COc1cc([C@H]2[C@@H]3CCCC[C@]3(O)CCN2CC(=O)Nc2ccc(C)cc2C)ccc1O
16) COc1ccc(C2c3[nH]c4ccccc4c3CCN2Cc2cccn2-c2ncccn2)cc1C (configuration not stated)
17) Cc1ccc(-c2nnc(CSc3nnc(COc4cccc5ccccc45)n3-c3ccccc3)o2)cc1
18) CN(C)S(=O)(=O)c1cccc(NC(=O)CSc2ncnc3ccccc23)c1

Assay by compound,13,14,15,16,17,18
G9a inh,8%[59 µM],-8%[12.7 µM],-5%[59 µM],18%[0.501 µM],14%,-10%
Pol iota inh,-5%,-2%,9%,62%[activator],11%,-11%
JMJD2A Tudor inh,-19%,-15%,?,?,-32%,-4%
Pol eta inh,0%,-7%,-16%,-19%,-14%,5%
POLB inh,-5%,26%,2%,0%,2%,14%
POLK inh,-8%,-7%,-13%,-5%,-5%,-3%
BLM inh,-1%,3%,-3%,-5%,-6%,-1%
BAZ2B inh,-7%,2%,-8%,35µM*,-3%,-12%
APE1 inh,3%,-3%,-1%,3%,-6%,-1%

19) Cc1ccc(-n2ncc3c(=O)n(-c4ccc(C)c(C)c4)c(C)nc32)cc1
20) COc1ccc(CN2CCC(C(=O)c3cccc(Cl)c3)CC2)cc1
21) Nc1sccc1C(=O)c1ccccc1
22) CCCCSc1nc(N)c(C#N)c(-c2cccs2)c1C#N
23) CCN(CC(=O)Nc1ccc(NC(C)=O)cc1)C(=O)c1cccc(S(=O)(=O)N2CCc3ccccc3C2)c1
24) O=C(CCn1c(=O)sc2ccccc21)Nc1cccnc1

Assay by compound,19,20,21,22,23,24
G9a inh,-7%[12.7 µM],-9%[0.501 µM],45µM*,26%[12.7 µM],3.2µM*,-5%[59 µM]
Pol iota inh,6%,0%,3%,12%,15%,-12%
JMJD2A Tudor inh,-17%,-13%,-36%,14%,-6%,-8%
Pol eta inh,2%,-13%,-5%,-11%,-14%,1%
POLB inh,0%,15%,16%,19%,nt,6%
POLK inh,-14%,0%,-16%,-11%,-7%,-5%[60.1 µM]
BLM inh,-5%,-3%,-7%,-10%,nt,5%
BAZ2B inh,-3%,0%,-9%,15%,-6%,3%
APE1 inh,19%,19%,11%,15%,43%,-7%

25) COCCNC(=O)CN1C(=O)NC2(CCCCCC2)C1=O
26) O=C(Nc1ccc2c(c1)nc1n2CCN(C2CCCCC2)C1)c1ccco1
27) Cc1ccc(-n2c(SCC(=O)NCC3CCCO3)nc3ccccc3c2=O)cc1C (configuration not stated)
28) Cc1ccc(C)c(NC(=O)CSc2ncc3c(n2)-c2ccc(Cl)cc2N(C)S3(=O)=O)c1
29) Cc1nc(SCC(=O)O)c2oc3ccccc3c2n1
30) CC(=O)Nc1ccc(-n2nnnc2SCC(=O)NCc2cccs2)cc1

Assay by compound,25,26,27,28,29,30
G9a inh,8%,-136%[59 µM],-5%,-13%[59 µM],56µM*,0%
Pol iota inh,53%[activator],?,7%,-15%,10%,5%
JMJD2A Tudor inh,-16%,-15%[11.4 µM],-10%,-7%,-23%,-20%
Pol eta inh,-7%,25%,-2%,-13%,6%,-23%
POLB inh,-11%,-17%,nt,19%,2%,33%
POLK inh,-6%,-20%,6%,22%,0%,-25%
BLM inh,-5%,-26%,nt,-6%,-8%,-1%
BAZ2B inh,-2%,-11%,-12%,-3%,5%,3%
APE1 inh,1%,18%,4%,nt,0%,-1%

31) Cc1ccc(S(=O)(=O)n2nc(C)c(S(=O)(=O)N3CCCCCC3)c2C)cc1C
32) CCCn1c(C(C)NC(=O)c2ccccc2)nc2ccccc21 (configuration not stated)
33) O=C(COc1cccc2cccnc12)NNC(=S)Nc1ccccc1
34) COc1ccc(/C=C2/NC(=O)N(CC(=O)Nc3cccc(C)c3)C2=O)cc1O
35) CCOc1ccc(Cn2nnc(-c3ccc(S(C)(=O)=O)cc3)n2)cc1OCC
36) CC(C)(C)c1csc(NC(=O)Cn2c(=O)oc3ccccc32)n1

Assay by compound,31,32,33,34,35,36
G9a inh,0%[59 µM],8%[59 µM],18µM*,19%[59 µM],4%[12.7 µM],11µM*
Pol iota inh,33%[activator],25%,nt,102%[activator],-7%,1%
JMJD2A Tudor inh,-28%,-1%,nt,-2%,-5%,6%
Pol eta inh,-23%,-5%,nt,-17%,-4%,-23%
POLB inh,3%,2%,2%,?,nt,?
POLK inh,0%[60.1 µM],-3%,nt,-3%,-3%,-10%
BLM inh,3%,7%,-2%,-7%,nt,-5%
BAZ2B inh,-3%,-7%,2%,-3%,10%,-20%
APE1 inh,nt,-5%,4%,3%,-13%,-3%

# Looked up by structure from the entries so far, 3 records:
36) CC(C)(C)c1csc(NC(=O)Cn2c(=O)oc3ccccc32)n1
34) COc1ccc(/C=C2/NC(=O)N(CC(=O)Nc3cccc(C)c3)C2=O)cc1O
35) CCOc1ccc(Cn2nnc(-c3ccc(S(C)(=O)=O)cc3)n2)cc1OCC

Assay by compound,36,34,35
G9a inh,11µM*,19%[59 µM],4%[12.7 µM]
Pol iota inh,1%,102%[activator],-7%
JMJD2A Tudor inh,6%,-2%,-5%
Pol eta inh,-23%,-17%,-4%
POLB inh,?,?,nt
POLK inh,-10%,-3%,-3%
BLM inh,-5%,-7%,nt
BAZ2B inh,-20%,-3%,10%
APE1 inh,-3%,3%,-13%

# New compounds follow
37) CCCN1CCN(c2ncnc3c2nnn3Cc2ccccc2)CC1
38) CCOc1ccc(CCNC(=O)c2c(C)oc3ncn(C)c(=O)c23)cc1
39) Cc1cc(NC(=O)C2C3C(=O)N(Cc4ccc(Cl)cc4)C(C(=O)NC(C)(C)C)C34C=CC2(C)O4)no1 (configuration not stated)
40) COc1ccc(S(=O)(=O)Nc2ccc3c(c2)OCO3)cc1Cl
41) CCC1=Nc2cc(C(=O)NCCc3ccccc3)ccc2Sc2ccc(Cl)cc21
42) O=C1N/C(=C/c2cccn2-c2ccccc2)C(=O)N1Cc1ccccc1F
43) COc1ccc(OC)c(-c2nnc3n(Cc4ccc(C)cc4)c(=O)c4ccccc4n23)c1
44) O=C(COc1ccc([N+](=O)[O-])cc1)Nc1ccc(N2CCCC2)cc1

Assay by compound,37,38,39,40,41,42,43,44
G9a inh,?,1%[59 µM],5%[12.7 µM],?,1%[59 µM],?,-31%[59 µM],3%[59 µM]
Pol iota inh,45%[activator],10%,6%,39%[activator],11%,11%,15%,7%
JMJD2A Tudor inh,-20%,3%,0%,-26%,-23%,-16%,-4%,-4%
Pol eta inh,-12%,-5%,-10%,-10%,-13%,-10%,?,-22%
POLB inh,-3%,-1%,2%,0%,2%,-4%,1%,15%
POLK inh,-15%,-8%,0%,-6%,10%,-1%,3%,-5%
BLM inh,2%,2%,-11%,-11%,-4%,-5%,1%,0%
BAZ2B inh,-33%,16%[57.1 µM],-3%,-8%,-3%,-4%,-6%,0%
APE1 inh,14%,nt,-6%,-2%,nt,1%,nt,35%[activator]
